TcdB GH inh: TcdB glycohydrolase inhibitors, primary screen, biochemical, single point, plate reader; Toxin B (Clostridioides difficile), P18177; TcdB glycohydrolase enzymatic assay; inhibition, % at 9.99 µM; 350,000 compounds, 0.24% hits; AID 652162, 2013; in the data active means inhibition above about 10%
* hit, by the source's call; & = joins results of further samples. This is a subset (hit frequency here may not be typical).

SMILES	TcdB GH inh
CN1C(=O)c2cc(NC(=O)C3CCCC3)ccc2OC[C@H]2O[C@@H](CC(=O)NCCc3ccncc3)CC[C@@H]21	0.4
CC(C)NC(=O)N(C)C[C@H]1Oc2ccc(NS(=O)(=O)c3cn(C)cn3)cc2C(=O)N([C@H](C)CO)C[C@H]1C	1.2
O=C(OC[C@@H]1[C@H]2c3ccccc3OC1(CO)N=C1SCc3ccccc3CN12)c1ccccc1	1.2
C[C@H](CO)N1C[C@H](C)[C@@H](CN(C)C(=O)NC2CCCC2)Oc2ncc(-c3ccc(F)cc3)cc2C1=O	-0.2
C[C@@H](O)C#Cc1ccc([C@@H]2[C@H](CO)N3CCCCN(CC4CCOCC4)C[C@@H]23)cc1	-1.4
C[C@@H]1CN([C@H](C)CO)C(=O)c2cc(C#Cc3cccnc3)cnc2O[C@@H]1CN(C)Cc1ccncc1	-1.5
CCCC#Cc1ccc(CC[C@H]2O[C@H]3CC[C@@H](CO)O[C@H]3C[C@H]2NS(=O)(=O)c2ccccc2)cc1	-1.2
C[C@@H]1CCCCO[C@H](CN(C)S(=O)(=O)c2ccc(F)cc2)[C@H](C)CN([C@H](C)CO)C(=O)c2cc(NS(=O)(=O)c3ccc(Cl)cc3)ccc2O1	-0.4
Cc1cc(C(=O)Nc2cccc3c2O[C@H](CN(C)C(=O)NC(C)C)[C@H](C)CN([C@H](C)CO)C3=O)n(C)n1	-0.6
C[C@H]1CN([C@@H](C)CO)C(=O)c2ccccc2-c2ccccc2CO[C@H]1CN(C)C(=O)c1ccc(F)cc1	0.5
C[C@H]1CN([C@@H](C)CO)C(=O)Cc2cc(NC(=O)Cc3cn(C)c4ccccc34)ccc2O[C@@H]1CN(C)S(=O)(=O)c1ccccc1	0.5
O=C(CC1CC1)N1CC(=O)N2[C@H](CO)[C@@H](c3ccc(-c4cccnc4)cc3)[C@H]2C1	-1.1
O=C(CCN1CCCCC1)NCC[C@@H]1CC[C@H](NC(=O)Nc2ccc(F)cc2)[C@H](CO)O1	0.1
CCCC#Cc1cnc2c(c1)C(=O)N([C@@H](C)CO)C[C@H](C)[C@H](CN(C)C(=O)Nc1ccccc1F)O2	0.0
CCN(C[C@@H]1[C@@H](c2ccccc2)[C@H](CO)N1CC1CC1)C(=O)c1cccc(F)c1	0.8
COc1ccc(NC(=O)Nc2ccc3c(c2)CC(=O)N([C@@H](C)CO)C[C@H](C)[C@@H](CN(C)C)O3)cc1	-0.9
C[C@H](CO)N1C[C@H](C)[C@H](CN(C)S(=O)(=O)c2cccs2)OCCCC[C@H](C)Oc2ccc(NC(=O)Nc3ccc(C(F)(F)F)cc3)cc2C1=O	-0.4
C[C@H](CO)N1C[C@H](C)[C@H](CN(C)CC2CCOCC2)Oc2ncc(-c3ccc(F)cc3)cc2C1=O	-0.7
CCCNC(=O)N1C[C@H](O)COC[C@H]2O[C@H](CC(=O)N3CCCCC3)CC[C@@H]21	0.8
O=C(CCN1CCCCC1)N[C@H]1CC[C@@H](CCNC(=O)c2cc(Cl)cc(Cl)c2)O[C@H]1CO	-0.1
COCC(=O)Nc1ccc2c(c1)OC[C@@H](C)N(Cc1cc(F)ccc1F)C[C@H](C)[C@H](OC)CN(C)C2=O	-0.6
C/C=C/c1ccc2c(c1)O[C@@H](CN(C)C(=O)Nc1cc(F)ccc1F)[C@@H](C)CN([C@@H](C)CO)S2(=O)=O	-2.8
CC(=O)N(C)C[C@@H]1Oc2ncc(C#Cc3ccncc3)cc2C(=O)N([C@H](C)CO)C[C@@H]1C	-0.8
O=C(c1ccccn1)N1CC2(C1)[C@@H](c1ccccc1)[C@@H](CO)N2C(=O)C1CCC1	-0.4
O=C(N[C@@H]1CC[C@H](CCNC(=O)c2ccccc2F)O[C@@H]1CO)c1ccc2c(c1)OCO2	0.8
CCC(=O)N1CCCCN2[C@H](CO)[C@H](c3ccc(C#Cc4cccnc4)cc3)[C@@H]2C1	0.3
CCC(=O)N[C@H]1C[C@@H]2O[C@@H](CO)CC[C@@H]2O[C@@H]1CCc1ccc(C#CCc2ccccc2)cc1	0.0
C[C@@H]1CN([C@@H](C)CO)C(=O)c2cc(NC(=O)CCC(F)(F)F)ccc2O[C@H]1CN(C)Cc1ccc(C(F)(F)F)cc1	0.5
CN1C[C@@H]2[C@H](c3ccccc31)[C@H](CO)N2C(=O)Nc1cccc(F)c1	0.5
O=S(=O)(c1ccccc1F)N1C[C@@H]2N[C@H](C1)C2c1ccc(-c2cccnc2)cc1 (some centres undefined)	0.2
CCC(=O)N1[C@H](C(=O)NC2CCC2)[C@@H](CO)[C@@H]2Cn3c(ccc(-c4ccc(F)cc4)c3=O)[C@@H]21	-1.0
Cc1noc(C)c1S(=O)(=O)N(C)C[C@H]1OCCCC[C@H](C)Oc2ccc(NC(=O)c3ccccc3)cc2C(=O)N([C@@H](C)CO)C[C@H]1C	0.5
C=CCOC(=O)[C@H]1[C@@H]2C(=O)O[C@@H](c3ccccc3)[C@@H](c3ccccc3)N2[C@@H](c2ccc(OCCOC(=O)[C@@H]3C[C@@H]4C(=O)N[C@@H](Cc5ccccc5)C(=O)N4[C@@H]3c3ccc(O)cc3)cc2)[C@]12C(=O)Nc1ccc(I)cc12	-0.6
O=C(NCC[C@H]1CC[C@H](NS(=O)(=O)c2cccc(F)c2)[C@@H](CO)O1)C1CC1	0.1
CN(C)C(=O)C[C@H]1C[C@H]2c3cc(NC(=O)CC4CC4)ccc3O[C@H]2[C@H](CO)O1	0.1
C[C@H]1CN([C@@H](C)CO)C(=O)CCCn2cc(nn2)CO[C@H]1CN(C)Cc1ccncc1	-1.6
CO[C@H]1CN(C)C(=O)c2ccc(NC(=O)c3cc(C)on3)cc2OC[C@@H](C)NC[C@@H]1C	-0.6
COc1cccc(C#Cc2cnc3c(c2)C(=O)N([C@H](C)CO)C[C@@H](C)[C@H](CN(C)C(=O)C2CCC2)O3)c1	0.8
C[C@@H]1CCCCO[C@@H](CN(C)C(=O)Nc2ccccc2)[C@@H](C)CN([C@H](C)CO)C(=O)c2cc(NS(C)(=O)=O)ccc2O1	0.0
C[C@@H]1CN([C@H](C)CO)C(=O)c2cc(NC(=O)Cn3cnnn3)ccc2O[C@H]1CN(C)Cc1ccc(Oc2ccccc2)cc1	0.3

Exported as comma-separated lines: 5 of the compounds above.
SMILES,TcdB GH inh
CCCNC(=O)N1C[C@H](O)COC[C@H]2O[C@H](CC(=O)N3CCCCC3)CC[C@@H]21,0.8
O=C(CCN1CCCCC1)N[C@H]1CC[C@@H](CCNC(=O)c2cc(Cl)cc(Cl)c2)O[C@H]1CO,-0.1
COCC(=O)Nc1ccc2c(c1)OC[C@@H](C)N(Cc1cc(F)ccc1F)C[C@H](C)[C@H](OC)CN(C)C2=O,-0.6
C/C=C/c1ccc2c(c1)O[C@@H](CN(C)C(=O)Nc1cc(F)ccc1F)[C@@H](C)CN([C@@H](C)CO)S2(=O)=O,-2.8
CC(=O)N(C)C[C@@H]1Oc2ncc(C#Cc3ccncc3)cc2C(=O)N([C@H](C)CO)C[C@@H]1C,-0.8

Compounds listed so far that have two or more sulfur atoms (2):
SMILES	TcdB GH inh
C[C@@H]1CCCCO[C@H](CN(C)S(=O)(=O)c2ccc(F)cc2)[C@H](C)CN([C@H](C)CO)C(=O)c2cc(NS(=O)(=O)c3ccc(Cl)cc3)ccc2O1	-0.4
C[C@H](CO)N1C[C@H](C)[C@H](CN(C)S(=O)(=O)c2cccs2)OCCCC[C@H](C)Oc2ccc(NC(=O)Nc3ccc(C(F)(F)F)cc3)cc2C1=O	-0.4

Reprinted at random: 3 records from the list
SMILES	TcdB GH inh
O=C(CC1CC1)N1CC(=O)N2[C@H](CO)[C@@H](c3ccc(-c4cccnc4)cc3)[C@H]2C1	-1.1
CCC(=O)N[C@H]1C[C@@H]2O[C@@H](CO)CC[C@@H]2O[C@@H]1CCc1ccc(C#CCc2ccccc2)cc1	0.0
O=C(OC[C@@H]1[C@H]2c3ccccc3OC1(CO)N=C1SCc3ccccc3CN12)c1ccccc1	1.2

(continued)
SMILES	TcdB GH inh
CCCC#Cc1cnc2c(c1)C(=O)N([C@@H](C)CO)C[C@@H](C)[C@H](CN(C)C(=O)c1ccc(F)cc1)O2	0.9
COCC(=O)N1CC2(CN(Cc3ccccc3)C2)c2c(n(C)c3cc(OC)ccc23)[C@H]1CO	-0.1
Cc1cc(C(=O)Nc2cccc3c2O[C@H](CN(C)C(=O)Nc2ccc(C(F)(F)F)cc2)[C@@H](C)CN([C@H](C)CO)C3=O)n(C)n1	-9.6
COc1cccc(NC(=O)N2C[C@@H](O)COC[C@@H]3O[C@H](CC(=O)NCc4ccccc4F)CC[C@H]32)c1	-0.8
COc1ccc(S(=O)(=O)Nc2ccc3c(c2)C(=O)N([C@@H](C)CO)C[C@H](C)[C@@H](CN(C)Cc2ccc(Oc4ccccc4)cc2)O3)cc1	-0.2
C[C@@H]1CCCCO[C@@H](CN(C)C(=O)Cc2ccccc2)[C@H](C)CN([C@@H](C)CO)C(=O)c2cc(NC(=O)CCCCCC(=O)Nc3ccccc3N)ccc2O1	-0.1
CO[C@H]1CN(C)C(=O)c2cc(NC(C)=O)ccc2OC[C@@H](C)N(Cc2ccc(F)cc2)C[C@H]1C	0.4
CO[C@H]1CN(C)C(=O)c2cc(NC(=O)c3cnccn3)ccc2OC[C@H](C)N(CCc2ccccc2)C[C@H]1C	0.4
CCC(=O)N1CCC2(CC1)CN(C(=O)Nc1ccc(F)cc1)[C@H](CO)c1c2c2ccc(OC)cc2n1C	0.8
C[C@H](CO)N1C[C@H](C)[C@H](CN(C)CC2CCCCC2)Oc2ccc(NC(=O)Nc3cccc4ccccc34)cc2CC1=O	-0.7
C[C@H](NC(=O)C[C@@H]1C[C@@H]2c3cc(NC(=O)Nc4ccc(C(F)(F)F)cc4)ccc3O[C@@H]2[C@H](CO)O1)c1ccccc1	0.5
COc1ccccc1C#Cc1ccc2c(c1)O[C@H](CN(C)Cc1cccnc1)[C@@H](C)CN([C@@H](C)CO)S2(=O)=O	0.3
O=C(C[C@H]1CC[C@H]2[C@@H](COC[C@@H](O)CN2Cc2ccccc2)O1)NCCc1ccccc1	14.6*
CN1C(=O)c2cc(NC(=O)c3cccc(F)c3)ccc2OC[C@@H]2O[C@H](CC(=O)NCC3CCCCC3)CC[C@H]21	4.9&-0.3
C[C@H]1CN([C@@H](C)CO)S(=O)(=O)c2ccc(C#Cc3ccccc3)cc2O[C@@H]1CN(C)C(=O)C1CC1	0.4
Cc1noc(C)c1NC(=O)Nc1ccc2c(c1)C(=O)N([C@H](C)CO)C[C@H](C)[C@@H](CN(C)C(=O)Nc1cccc3ccccc13)O2	1.3
COCC(=O)Nc1ccc2c(c1)C(=O)N(C)C[C@H](OC)[C@H](C)CN(Cc1ccccc1F)[C@H](C)CO2	-0.6
OC[C@@H]1[C@H](c2ccc(C#Cc3cccnc3)cc2)[C@H]2CN(Cc3ccccc3F)CCCCN12	1.2
C[C@@H]1CN([C@@H](C)CO)C(=O)c2cc(NC(=O)CCCN(C)C)ccc2O[C@@H]1CN(C)S(=O)(=O)c1ccc(Cl)cc1	-4.6
C[C@@H]1CN([C@@H](C)CO)C(=O)c2cc(NC(=O)Cn3cnnn3)ccc2O[C@@H]1CN(C)CC1CCCCC1	2.0
CN1C(=O)c2cc(NC(=O)Cc3cccs3)ccc2OC[C@H]2O[C@@H](CC(=O)NCC3CC3)CC[C@H]21	0.3
C[C@H]1CN([C@@H](C)CO)C(=O)c2cc(NC(=O)c3ccncc3)ccc2O[C@H]1CN(C)C(=O)Nc1ccc2c(c1)OCO2	0.8
CC(C)C#Cc1cnc2c(c1)C(=O)N([C@H](C)CO)C[C@H](C)[C@H](CN(C)C(=O)Cc1ccncc1)O2	0.5
C[C@@H]1CN([C@@H](C)CO)C(=O)c2cc(C#C[C@@H](C)O)cnc2O[C@@H]1CN(C)C(=O)c1ccccc1	-0.3
C[C@@H]1CCCCO[C@@H](CN(C)CC2CCCCC2)[C@H](C)CN([C@H](C)CO)C(=O)c2cc(NC(=O)Nc3ccc(C(F)(F)F)cc3)ccc2O1	0.1
N#C[C@@H]1[C@@H](c2ccc(C#Cc3ccccc3F)cc2)[C@H](CO)N1C(=O)C1CCCC1	-1.1
CN(C)C(=O)[C@H]1[C@H](CO)[C@H]2Cn3c(cccc3=O)[C@H]2N1C(=O)NC1CCCC1	-1.2
CC(C)C#Cc1ccc([C@H]2[C@@H](CO)N3C(=O)CN(C(=O)C4CCCCC4)C[C@@H]23)cc1	-0.1
COc1ccc2c3c(n(C)c2c1)[C@@H](CO)N(C(=O)Nc1ccc(F)cc1)CC31CCN(Cc2cccc(F)c2)CC1	0.8
COc1cccc(-c2cn(CC[C@H]3CC[C@H](NC(=O)CN(C)C)[C@@H](CO)O3)nn2)c1	-0.9
COc1ccc(S(=O)(=O)Nc2ccc3c(c2)C(=O)N([C@@H](C)CO)C[C@H](C)[C@@H](CN(C)C(=O)Nc2c(C)noc2C)OCCCC[C@@H](C)O3)cc1	0.5
CO[C@H]1CN(C)C(=O)c2cc(NS(=O)(=O)c3ccc(C)cc3)ccc2OC[C@H](C)N(C)C[C@@H]1C	0.2
C[C@H]1CN([C@@H](C)CO)C(=O)c2cc(NC(=O)Cc3cn(C)c4ccccc34)ccc2O[C@@H]1CN(C)S(=O)(=O)c1ccc(Cl)cc1	-2.1
C[C@H](CO)N1C[C@H](C)[C@@H](CN(C)C(=O)CCN2CCCCC2)Oc2ncc(C#Cc3ccccn3)cc2C1=O	0.9
COc1ccc2c3c([nH]c2c1)[C@@H](CO)N(C(=O)c1cccnc1)CC31CCN(Cc2cccnc2)CC1	2.0
C[C@@H]1CN([C@@H](C)CO)C(=O)c2cccc(NC(=O)Nc3ccc(F)cc3)c2O[C@H]1CN(C)Cc1ccc(Cl)c(Cl)c1	0.5
COc1ccc2c3c([nH]c2c1)[C@H](CO)N(Cc1nccs1)CC31CN(C(=O)C2CCCCC2)C1	-1.6
COc1ccc(C#Cc2ccc3c(c2)O[C@H](CN(C)C(=O)NC2CCCCC2)[C@H](C)CN([C@@H](C)CO)S3(=O)=O)cc1	0.2
COc1ccccc1C#Cc1ccc([C@@H]2[C@@H](CO)N3CCCCN(S(C)(=O)=O)C[C@@H]23)cc1	-0.9
CO[C@@H]1CN(C)C(=O)c2cc(NC(=O)C3CCCC3)ccc2OC[C@H](C)N(CC2CC2)C[C@@H]1C	-0.6
CC(C)NC(=O)N[C@@H]1CC[C@H](CCN)O[C@H]1CO	0.2
